LYPLA1 inh: blocks human lysophospholipase 1, a PME1 counter-screen | inhibition, % at 5.9 µM | recombinant LYPLA1, FP-Rh probe fluorescence polarization | hit rate 0.16% among 320,000 | O75608;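 active = inhibition above the mean of all tested compounds plus 3 SD, set per campaign, cut at about 14% in these data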;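 also: inhibitors block serine hydrolase probe labeling of LYPLA1 so polarization falls; 0% = enzyme with DMSO and 100% = wells lacking LYPLA1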
PAD4 inh: blocks human protein arginine deiminase 4; hit rate 0.41% among 330,000; inhibition, % at 6.36 µM; recombinant PAD4, RCA probe fluorescence polarization; AID 485272;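 active = percent inhibition above a cutoff equal to the mean of all tested compounds plus 3 SD, cut at about 15% in these data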;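 also: 0% = PAD4 with RCA probe and DMSO and 100% = probe without PAD4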
Target sequence (Q9UM07 whole entry, looked up): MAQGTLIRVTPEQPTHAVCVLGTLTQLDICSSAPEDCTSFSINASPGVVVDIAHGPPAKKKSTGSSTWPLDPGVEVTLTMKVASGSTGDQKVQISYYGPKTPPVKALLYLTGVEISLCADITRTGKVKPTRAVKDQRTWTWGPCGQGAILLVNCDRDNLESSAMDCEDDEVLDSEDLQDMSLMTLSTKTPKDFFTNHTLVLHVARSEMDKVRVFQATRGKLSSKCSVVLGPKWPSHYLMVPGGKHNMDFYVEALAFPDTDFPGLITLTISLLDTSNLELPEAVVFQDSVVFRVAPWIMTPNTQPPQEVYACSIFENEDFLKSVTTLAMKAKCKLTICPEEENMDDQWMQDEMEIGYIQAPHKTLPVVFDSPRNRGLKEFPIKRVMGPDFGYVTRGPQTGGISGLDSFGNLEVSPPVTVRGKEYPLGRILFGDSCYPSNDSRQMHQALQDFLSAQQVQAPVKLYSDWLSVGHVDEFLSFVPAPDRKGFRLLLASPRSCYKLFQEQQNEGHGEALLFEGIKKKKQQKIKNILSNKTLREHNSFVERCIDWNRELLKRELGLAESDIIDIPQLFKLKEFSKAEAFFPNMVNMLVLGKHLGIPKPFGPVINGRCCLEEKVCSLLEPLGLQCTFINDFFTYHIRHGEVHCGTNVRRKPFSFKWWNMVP
PREPL inhibitor: inhibits the human prolyl oligopeptidase-like enzyme; Q4J6C6; recombinant PREPL, fluorescence polarization activity-based probe; inhibition, % at 5.96 µM; hit rate 0.68% among 320,000; AID 2751; in the data active = inhibition above about 43%;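 also: 0% = enzyme with DMSO and 100% = wells lacking enzyme; many of its hits are not listed in these tables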
GSTO1 counter: blocks human GSTO1 in RBBP9 counter-screen. recombinant GSTO1, activity-based probe fluorescence polarization. inhibition, % at 5.96 µM. hit rate 1.1% among 300,000. P78417;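 active = inhibition above the campaign mean inhibition plus 3 SD, cut at about 35% in these data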;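 also: 0% = GSTO1-1 with DMSO and 100% = wells lacking GSTO1-1 enzyme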
Target sequence (P78417 whole entry, looked up): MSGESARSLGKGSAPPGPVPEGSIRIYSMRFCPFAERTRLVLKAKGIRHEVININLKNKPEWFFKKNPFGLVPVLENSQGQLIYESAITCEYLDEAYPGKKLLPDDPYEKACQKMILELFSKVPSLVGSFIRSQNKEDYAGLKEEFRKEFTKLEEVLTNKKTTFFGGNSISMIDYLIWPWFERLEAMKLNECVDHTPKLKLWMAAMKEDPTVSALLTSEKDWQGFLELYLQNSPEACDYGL
PAFAH1B2 inh: blocks human PAF acetylhydrolase 1b catalytic subunit 2 | recombinant PAFAH1B2, FP-rhodamine activity probe, fluorescence polarization | inhibition, % at 3.39 µM | hit rate 1.2% among 340,000 | AID 492953;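 active = inhibition above the mean of all tested compounds plus 3 SD, cut at about 24% in these data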;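 also: 0% = enzyme with DMSO and 100% = wells lacking PAFAH1B2; many of its hits are not listed in these tables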
pPAFAH FP inh: inhibitors of human plasma PAF acetylhydrolase (pPAFAH). AID 463082. recombinant pPAFAH, FP-rhodamine probe fluorescence polarization. hit rate 1.5% among 330,000. inhibition, % at 3.39 µM. Q13093;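 active = inhibition above the mean inhibition across the screen plus 3 SD, cut at about 25% in these data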;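 also: inhibitors block binding of the rhodamine activity-based probe so polarization drops; 0% = enzyme with DMSO and 100% = wells lacking pPAFAH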
PAFAH1B3 FP inh: PAFAH1B3 (human) inhibition | AID 492972 | inhibition, % at 3.39 µM | Q15102 | recombinant PAFAH1B3, FP-rhodamine probe, fluorescence polarization | hit rate 0.28% among 340,000;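 active = inhibition above the screen-wide average of all tested compounds plus 3 SD, cut at about 25% in these data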;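 also: 0% = enzyme with DMSO only and 100% = wells lacking PAFAH1B3 protein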
PAFAH2 inh: inhibitors of human PAFAH2 | recombinant PAFAH2, FP-rhodamine activity probe, fluorescence polarization | hit rate 0.99% among 340,000 | inhibition, % at 3.39 µM;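 active = inhibition above the mean over all tested compounds plus 3 SD, cut at about 30% in these data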;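 also: inhibitors block probe labeling of enzyme so polarization drops; 0% = enzyme with DMSO and 100% = wells lacking PAFAH2 protein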
LYPLA2 counter: counter-screen for PME1 inhibitors: inhibitors of human LYPLA2; inhibition, % at 5.9 µM; O95372; AID 2177; recombinant LYPLA2, FP-Rh probe fluorescence polarization; hit rate 0.38% among 320,000;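 active = inhibition above the screen-wide mean plus 3 SD, limit set per campaign, cut at about 26% in these data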;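 also: 0% = LYPLA2 with DMSO and 100% = wells lacking LYPLA2 enzyme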
* hit, by the source's call; · = no result given.

Sequence of screens – LYPLA2 counter	PAFAH2 inh	pPAFAH FP inh	GSTO1 counter	LYPLA1 inh	PAFAH1B3 FP inh	PAD4 inh	PAFAH1B2 inh	PREPL inhibitor
- O=C1CCCc2c1sc1nc3n(c(=O)c21)CCCCC3
    -4	-5	2	-2	-2	1	0	-2	4
- Cn1c(CNC(=O)c2cccs2)n[nH]c1=S
    7	8	0	4	5	0	-1	1	9
- Cc1ccccc1C(C(=O)NC1CCCCC1)N(C(=O)CNC(=O)c1ccco1)c1cccnc1 (centres undefined)
    -1	0	-1	0	0	1	1	4	4
- Cn1cccc1Cc1nnc(SCC(=O)Nc2ccc(F)cc2)n1-c1ccc(F)cc1
    -2	-4	2	1	3	5	-5	0	11
- O=C(O)c1ccccc1C(=O)NNc1ccc(F)cc1
    7	-11	-4	-5	3	10	1	6	-3
- O=C(COc1ccc2ccc(=O)oc2c1)N1CCN(C(=O)C2COc3ccccc3O2)CC1 (centres undefined)
    13	2	-3	-7	1	7	3	1	3
- CNC(=S)NNC(=O)c1ccc(=O)n(Cc2ccc(Cl)cc2Cl)c1
    -1	2	-1	-4	0	8	-4	7	-9
- CN(C)CCn1c(NC(=O)c2ccc(Cl)cc2)nc2ccccc21
    1	0	20	-2	-4	10	-1	3	-51
- CCCCn1c(SCC(=O)Nc2cc(NC(=O)c3ccco3)ccc2C)nc2ccccc2c1=O
    -16	-15	-4	-13	-16	-6	-13	-3	-3
- Cc1cc(OCC(O)CN2C(C)CCCC2C)ccc1C(C)C (centres undefined)
    7	-6	3	4	0	7	0	-2	15
- CCCCCc1nnc(NC(=O)Cc2cccs2)s1
    6	10	11	11	-3	4	-6	8	-3
- CC(C)(C)C(=O)N1CCC[C@@]1(CO)C(=O)O
    1	-1	-1	0	0	6	5	5	6
- CCOc1ccc(N(C)S(=O)(=O)c2ccc(-c3cc(C)no3)s2)cc1
    -7	-3	5	-1	-6	-2	-2	1	-35
- Cc1ccc(N(Cc2ccccc2)C(=O)c2cccc(S(=O)(=O)N3CCOCC3)c2)cc1
    -2	4	6	-5	3	3	6	1	33
- CC(C)NC(=O)COCc1cc(-c2ccc3c(c2)OCO3)on1
    1	-2	-1	-1	-1	-3	-4	5	7
- CCn1ncc(CNC(=O)c2cccc([N+](=O)[O-])c2)c1C
    -2	·	4	-1	-3	·	-3	·	1
- Cc1cccc(C)c1NC(=O)CCc1nnc2ccc(N3CCCC3)nn12
    0	2	4	2	-2	7	-2	4	3
- O=C(Nc1cccc(NC(=O)c2cccs2)c1)c1ccco1
    5	-1	4	-3	0	-2	-4	1	-4
- CCN1CCN(CCc2nc3cc(NC(=O)COc4ccc(Cl)cc4)ccc3n2C)CC1
    3	5	4	10	-3	5	1	5	24
- O=C(O)CCn1c(=S)oc2ccccc21
    0	3	0	4	-1	0	-1	7	-3

Reformatted as tab-separated lines: 2 of the compounds above.
Molecule	LYPLA2 counter	PAFAH2 inh	pPAFAH FP inh	GSTO1 counter	LYPLA1 inh	PAFAH1B3 FP inh	PAD4 inh	PAFAH1B2 inh	PREPL inhibitor
O=C1CCCc2c1sc1nc3n(c(=O)c21)CCCCC3	-4	-5	2	-2	-2	1	0	-2	4
CCCCn1c(SCC(=O)Nc2cc(NC(=O)c3ccco3)ccc2C)nc2ccccc2c1=O	-16	-15	-4	-13	-16	-6	-13	-3	-3

(listing goes on)
Sequence of screens – LYPLA2 counter	PAFAH2 inh	pPAFAH FP inh	GSTO1 counter	LYPLA1 inh	PAFAH1B3 FP inh	PAD4 inh	PAFAH1B2 inh	PREPL inhibitor
- N#C/C(=C\c1cn(-c2ccccc2)nc1-c1cccnc1)c1nnc2n1CCCCC2
    10	0	1	3	0	4	1	1	-7
- Cc1ccccc1-c1nc(CS(=O)(=O)CC(=O)N(C)C2CCCCC2)c(C)o1
    0	2	6	-2	0	16	-4	6	3
- COc1cc2c(cc1OC)C(CC(=O)O)N(C(=O)CC1CCCC1)CC2 (centres undefined)
    -1	6	3	6	3	8	-6	11	-2
- COC(=O)c1c(C(=O)OC)c(-c2cccc(Cl)c2)n2c1CS(=O)C2 (centres undefined)
    -4	-2	3	2	-1	8	-6	2	4
- COc1ccc(NC(=O)CSCc2ccc(C#N)cc2)c(OC)c1
    -8	-8	12	3	-3	3	-3	3	-1
- Cc1ccc(C)c(C(=O)CC2(O)C(=O)Nc3ccccc32)c1 (centres undefined)
    -1	-4	9	3	6	6	-3	0	-2
- Fc1ccc(C(c2nnnn2Cc2ccco2)N2CCN(C3CCCCC3)CC2)cc1 (centres undefined)
    2	-4	1	-2	-2	0	7	-3	24
- COc1ccc(-c2nc3cc(C)ccn3c2NC2CCCCC2)cc1SC1CCCCC1
    ·	-4	5	·	·	11	-8	6	21
- O=C(Nc1ccc(OCC(F)(F)C(F)F)c(C(F)(F)F)c1)c1ccc(Cl)cc1
    -65	-53	-22	-14	-28	-51	3	-24	2
- CCCCc1nc2sc3c(c2c(=O)n1NC(=O)c1ccco1)CC(C)(C)OC3
    1	-2	3	-1	2	1	0	3	-1
- COc1cccc(-c2noc(C3CCCN(C(=O)CC(C)(C)C)C3)n2)c1 (centres undefined)
    -2	6	2	1	-1	20	-4	2	5
- Cc1csc(NC(=O)CSc2nc(=O)[nH]c3c2CCCC3)n1
    -3	3	4	12	-2	9	2	5	6
- Cc1nn(CC2CC2)c(=O)n1-c1ccccc1
    6	-6	10	3	2	-3	3	2	6
- Cc1nn(C(=O)c2cccnc2)c(C)c1C
    3	3	0	19	0	8	3	1	16
- C/C(CC(=O)Nc1ccc(Cl)cc1Cl)=N\NC(=O)C(=O)NCCO
    1	-1	4	2	-1	-2	1	1	-1
- C=CCNc1oc(-c2ccc(Cl)cc2)nc1C#N
    ·	-10	22	·	·	9	-9	2	20
- CCOC(=O)C1=C(C)Nc2ccccc2N=C1NC(=O)Cc1ccc(OC)cc1
    4	3	8	-5	2	4	-3	-1	4
- CCc1cccc(CC)c1C(O)c1cccnc1 (centres undefined)
    -1	-3	2	4	2	-2	-3	-6	5
- O=C(O)c1ccc2c(c1)OCCOCCOCCOCCOCCO2
    9	5	-2	0	3	5	4	3	-5
- O=C(CC12CC3CC(C1)CC(CC(=O)N1CCCC1)(C3)C2)N1CCCC1
    8	-1	2	-2	2	3	-1	-2	-1
- Cc1c(Nc2cc(N3CCCC(C)C3)c3nonc3c2[N+](=O)[O-])c(=O)n(-c2ccccc2)n1C (centres undefined)
    -8	10	3	-1	1	-3	2	4	-13
- O=C(Nc1ccc(Cl)cc1)NC1CCS(=O)(=O)C1 (centres undefined)
    4	7	5	-4	4	0	3	6	2
- CCN(CC(=O)Nc1ccc(NC(C)=O)cc1)C(=O)c1cccc2ccccc12
    -3	-4	-4	·	-3	6	-2	1	-15
- O=C(CSC1CC(=O)N(CCc2ccccc2)C1=O)Nc1ccc(Br)cc1 (centres undefined)
    9	4	3	-5	1	4	0	21	-21
- COc1ccc(C(=O)Nc2cccc(/C(C)=N/NC(=O)c3ccc([N+](=O)[O-])cc3)c2)cc1OC
    2	-12	1	-4	-3	-1	4	0	-2
- Nc1c(C(=O)Nc2ccccc2)c2nc3ccccc3nc2n1-c1ccc(O)cc1
    -7	0	8	-7	-3	4	2	-2	10
- CCn1ncc(C2=NOC(C(=O)N3CCC(C(N)=O)CC3)C2)c1C (centres undefined)
    -5	2	5	-2	-3	4	-1	2	1
- O=C(CCNC(=O)C1CCN(S(=O)(=O)c2ccc(F)cc2)CC1)NCc1cccnc1
    -4	1	4	7	-4	6	-1	10	-5
- CSCCC(NS(=O)(=O)c1ccccc1F)C(=O)NCc1ccncc1 (centres undefined)
    8	0	7	-7	1	1	0	2	9
- CC(=NC1CC1)C1=C(O)c2ccccc2C1=O
    -2	4	0	0	0	2	-6	-1	3
- O=C1NC(=O)C(CC(=O)N(c2ccccc2)C2(C(=O)NC3CCCC3)CCCCC2)N1 (centres undefined)
    1	-2	-5	9	-3	7	-2	22	10
- Cc1ccc(Cn2c(=N)c(C(=O)NCC3CCCO3)cc3c(=O)n4ccccc4nc32)cc1 (centres undefined)
    -5	3	4	-6	-3	10	0	2	12
- Cc1ccccc1NC(=O)c1cccc(NC(=O)c2ccccc2C(=O)O)c1
    -1	10	2	1	-1	15	1	0	-6
- COc1ccc(NC(=O)COC(=O)c2cc(=O)c3ccccc3o2)cc1OC
    -3	-4	0	·	-3	3	0	-4	-2
- N#Cc1cccc(NS(=O)(=O)c2ccc(S(=O)(=O)N3CCOCC3)cc2)c1
    0	3	2	·	-2	11	-3	17	6
- CCOC(=O)Nc1sc(=S)n(C)c1C
    4	-3	1	-2	1	1	-2	0	7
- O=C(CN1CCN(S(=O)(=O)c2ccc(Br)cc2)CC1)N/N=C/c1ccncc1
    -7	-6	-7	1	2	8	-3	29*	22
- O=C(Nc1nccs1)c1ccc(-c2ccc(F)cc2)o1
    -5	0	-2	1	-5	4	1	1	-29
- COc1ccc(C(C)(C)C)cc1S(=O)(=O)n1ccnc1C
    -1	7	6	-2	-6	5	-4	7	6
- C=CCSc1nnc(Cn2c(=O)sc3ccccc32)n1C
    -4	-5	1	1	3	8	-1	1	1
- CCC(=O)c1cn(CC(=O)Nc2ccccc2F)c2ccccc12
    -5	2	-5	8	-5	-2	-2	-3	9
- O=C(CN1C(=O)NC2(CCCc3ccccc32)C1=O)c1ccccc1F (centres undefined)
    ·	-2	1	·	·	-3	-4	-3	2
- Cn1c(SCC(=O)Nc2nccs2)nnc1-c1ccccn1
    5	0	4	12	-3	6	-3	1	0
- CC(=O)N(CC(=O)Nc1sc(C)c(C)c1C(N)=O)Cc1ccccc1
    0	3	1	5	0	3	-6	4	-13
- COc1ccc2[nH]c(=O)c(CNc3ccc(C)c(C)c3)cc2c1
    6	1	4	5	-1	5	-3	0	8
- CC(C)(C)NC(=O)/C(=C\C=C\c1ccccc1)NC(=O)c1ccc([N+](=O)[O-])cc1
    7	-2	-3	1	1	4	-3	0	-16
- Cn1c(N)c(C(=O)COC(=O)CNC(=O)c2ccc(Cl)cc2Cl)c(=O)n(C)c1=O
    ·	-3	-4	·	·	5	0	-1	17
- C[C@@H]1CN([C@@H](C)CO)C(=O)c2cccc(NS(C)(=O)=O)c2O[C@H]1CN(C)Cc1ccc(Oc2ccccc2)cc1
    ·	4	5	·	·	-2	-1	9	21
- COCCn1c(-c2ccccc2)cnc1N
    9	4	5	1	1	9	-1	-1	7
- OCC1(C2=NOC(O)(C(F)(F)F)C2)CCCCC1 (centres undefined)
    1	-4	-2	17	-1	4	0	8	10
- CCn1c(SCc2ccc(OC)cc2)nnc1-c1ccncc1
    5	-7	3	-1	1	-11	-1	0	13
- CCCCN1CC(=O)N2[C@H]3c4cc(Br)ccc4OC[C@@H]3[C@H](C(=O)OCC)[C@]2(C)C1=O
    -1	-2	-2	·	-3	-1	-1	1	14
- O=C(NCC1CCCO1)c1ccc([N+](=O)[O-])s1 (centres undefined)
    -2	4	0	13	1	12	2	5	1
- O=C(CNCC1CCCO1)Nc1ccc(N2CCCCCC2)cc1 (centres undefined)
    10	-5	17	6	-2	-5	2	2	11
- Fc1cccc2sc(N3CCOCC3)nc12
    5	3	1	7	4	1	2	7	2
- O=C(NC(=S)NCc1cccnc1)c1cccc2ccccc12
    2	-5	4	-3	1	2	1	-1	-1
- Cc1ccc(C(=O)CCNc2ccc(Br)cc2)o1
    3	10	4	7	-1	9	0	9	4
- CCn1c(SCC(=O)N/N=C/C(C)=C/c2ccco2)nnc1-c1ccccc1
    11	4	7	6	2	6	2	7	17
- CSc1nc2ncc3c(n2n1)CC1c2ccccc2CCN1C3=O (centres undefined)
    14	3	2	-4	4	9	0	5	3

Screening data (PubChem BioAssay)

The list is partial; count on the stated rates, not on these rows.
